From PubChem BioAssay
SDO1 yeast rescue: compounds rescuing growth of sdo1-depleted yeast, bone marrow failure model | S. cerevisiae sdo1-depleted JHY4D growth rescue, OD600 30 h; active compounds read high; pdr5 snq2 efflux-pump mutant strain | 140,000 tested, 0.21% active | z-score at 10 µM;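 active = z-score above 3 at both the 24 hr and the 30 hr optical density reads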;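 note: z-score against mean and SD of all compound wells on the same plate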
INS promoter inh: TRM-6 insulin promoter activity inhibition | TRM-6 cells (human fetal islet line), insulin promoter-eGFP reporter, imaging; reporter expression induced with tamoxifen | inhibition, % at 2 µM | 130,000 tested, 0.9% active;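 active = inhibition above the mean plus 3 SD, with well images judged a real hit on visual review, cut at about 60% in these data, passing the limit was not always enough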
SDO1 yeast rescue Rescue 24 h: also measured in SDO1 yeast rescue; calls as there; z-score; S. cerevisiae sdo1-depleted JHY4D growth rescue, OD600; measured here: growth rescue at 24 h;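 0 is the plate mean of compound wells and units are plate SD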
* = called active by the depositor; nt = not tested or not shown; & = joins results of further samples. Some of the compounds tested; the hit share may differ from the screen's.

Compound	SDO1 yeast rescue	SDO1 yeast rescue Rescue 24 h	INS promoter inh
CCOC(=O)c1sc(NC(=O)c2ccc3ncsc3c2)nc1C	-2.2	-1.6	nt
CCc1nn(CC(=O)NCCCN2CCc3ccccc3C2)c(=O)c2cc3sccc3n12	0.48	0.78	nt
COc1ccc(Cl)cc1NC(=S)N1CCN(c2ccccn2)CC1	1.2	0.28	-3
CC1(N2CCCCC2)C(=O)c2ccccc2C1=O	0.23	-0.29	-3
CC12CN3CC(C)(CN(C1)C3c1ccc(Br)cc1)C2=O (configuration not stated)	0.63	0.5	29
O=C(CCSc1ccc(Cl)cc1)NC12CC3CC(CC(C3)C1)C2	-1.1	-0.8	24
CC(C)CC(C(=O)O)N1C(=O)C2C3CC(C2C1=O)C1C(c2ccccc2)c2sc(=O)[nH]c2SC31 (configuration not stated)	-0.09	-0.89	-19
COc1cc(/C=N/NC(=O)c2cccnc2)ccc1OS(=O)(=O)c1ccc(F)cc1	0.07	-1.5	43
CC1CCN(Cc2ccc(NC(=O)C3CCN(c4nnc(-n5cccc5)s4)CC3)cc2)CC1	0.14	0.61	-80
CCN(CC)S(=O)(=O)c1cc(OCC(N)=O)c(C)cc1Cl	0.6	0.06	-6
CCCC(=O)Oc1ccc(N(C(=O)CCC)S(=O)(=O)c2cccs2)cc1	nt	nt	-33
Cc1ccc(C2=N/C(=C/N3CCOCC3)C(=O)O2)cc1	1.2	2	-27
CNc1cc(CS(=O)c2ccccc2)nc(-c2ccccc2)n1 (configuration not stated)	-0.36	-0.29	-19
Cc1cccc(C(=O)Nc2ccccc2C(=O)OCC(=O)Nc2ccc(C#N)cc2)c1	-1.4	-1.4	55
CCOC(=O)c1c[nH]c2c(C)cc(C)cc2c1=O	1.2	1.1	nt

Next section; the last 3 above are carried over.
Compound	SDO1 yeast rescue	SDO1 yeast rescue Rescue 24 h	INS promoter inh
CNc1cc(CS(=O)c2ccccc2)nc(-c2ccccc2)n1 (configuration not stated)	-0.36	-0.29	-19
Cc1cccc(C(=O)Nc2ccccc2C(=O)OCC(=O)Nc2ccc(C#N)cc2)c1	-1.4	-1.4	55
CCOC(=O)c1c[nH]c2c(C)cc(C)cc2c1=O	1.2	1.1	nt
O=C(c1cnc2sccn2c1=O)N(Cc1ccccc1)c1ccccn1	1.5	0.7	60
Cc1cc(-c2ccccc2)nc2cc(C(=O)NCCCn3ccnc3)nn12	0.61	0.24	nt
COc1ccc(CN(C)C(=O)COC(=O)c2ccc3c(c2)OCO3)cc1OC	0.16	-0.55	1
O=C(CSc1nc(-c2ccccc2)cc(C(F)(F)F)n1)c1cccc([N+](=O)[O-])c1	-0.31	-0.21	nt
COc1cc(/C=N\Nc2nc3ccccc3[nH]2)cc(OC)c1OC	1.8	1.6	nt
N#CCc1nc2c3c4c(sc3ncn2n1)CCCC4	-0.33	-0.03	-28
Oc1ccc(/C=N/N2CCOCC2)c(O)c1O	nt	nt	-7
Cc1ccc(S(=O)(=O)Cc2ccc(C(=O)N3CCN(c4cc(C)ccc4C)CC3)o2)cc1	-1.1	0.14	38
CCn1ncc([C@@H]2C[C@H]3CN(Cc4ccccc4C)C(=O)[C@]34CCCN24)c1C	nt	nt	-38
CCOc1ccc(NC(C(=O)Nc2cccc(C(C)=O)c2)c2ccccc2)cc1 (configuration not stated)	-0.47	-0.07	-54
c1ccc(CCCc2nc(-c3ccccn3)no2)cc1	0.51	-0.29	-275
CCOC(=O)C1=C(c2ccccc2)N2CCN=C2S1	nt	nt	-21
CN1C(=O)C2(c3ccccc31)N(C)CC(c1ccccc1)C21SC(=S)N(Cc2ccco2)C1=O (configuration not stated)	-1.3	-0.06	50
Cc1cccc(C(=O)NN(C)c2nc(-c3ccccc3)nnc2C(F)(F)F)c1	1.4	4	-123
O=C(COC(=O)c1cc(-c2cccs2)nn1-c1ccccc1)Nc1cc([N+](=O)[O-])ccc1Cl	-1.1	-0.71	nt
COc1ccc(OCCSc2nnc(C)n2-c2ccccc2)cc1	-0.74	-0.9	50
CC(C)N(CCNS(=O)(=O)c1ccc(Cl)cc1)C(C)C	0.47	-0.68	-1
O=c1cc(O)nc(SCc2ccccc2)n1-c1ccccc1	1.6&1.4	0.34&1.7	-29&12
Cc1nn(Cc2ccc(Cl)c(Cl)c2)c(C)c1NC(=O)c1noc2c1CCCCC2	-0.88	1.1	nt
S=C(Nc1ccccc1Cl)N(CCN1CCCCC1)Cc1ccco1	1.6	2.1	-31
O=C(Cn1cnc([N+](=O)[O-])c1)NCc1ccc(F)cc1	0.5	-0.27	nt
Cc1cc(C)c(NC(=O)COc2nc3ccccc3nc2C)c(C)c1	-0.25	-0.64	nt
C/C(=N\NC(=O)CC1(C)OCCO1)c1cccs1	0.61	0.91	36
COCCN(C(=O)CSc1ncc(C(F)(F)F)cc1Cl)c1c(N)n(Cc2ccccc2)c(=O)[nH]c1=O	nt	nt	-27
Cc1cc(C)cc(N2C(=O)CSC2c2cccs2)c1 (configuration not stated)	0.28	0.06	nt
Cc1ccc(-c2cc(C(=O)Nc3cnn(C45CC6CC(CC(C6)C4)C5)c3)no2)cc1	0.86	1.4	-10
O=C(O)CCCNS(=O)(=O)c1ccc2ccccc2c1	-0.8	-1.3	8
Cc1ccc(C(=O)NC(=S)Nc2ccc(N3CCOCC3)cc2)cc1C	nt	nt	-29
Cc1occc1C(=O)Nc1nnc(-c2ccncc2)s1	0.78	1	38
CCOc1ccccc1N1CCN(C(=O)C(F)(F)F)CC1	0.61	0.89	-4
CC1CCC(N2CC(=O)N(Cc3ccc4c(c3)OCO4)C(c3ccc(F)cc3)C2=O)CC1 (configuration not stated)	-0.75	0.52	-32
COc1ccc(/C=C/C(=O)c2ccc(NC(=O)c3cccs3)cc2)cc1OC	-1.9	-1.1	-61
O=C(CSc1ncn[nH]1)Nc1ccc([N+](=O)[O-])cc1Br	1.3	0.19	0
CCOc1cc(CNc2ccc3c(c2)OCCO3)cc(Br)c1OCC	0.11	-0.02	nt
O=C(CN(c1ccc(Cl)cc1)S(=O)(=O)c1ccccc1)N1CCN(c2ccccc2)CC1	-1	-1.2	-48
CCOc1ccc(C(=O)Nc2ccc(Cc3ccncc3)cc2)cc1Br	nt	nt	-21
O=C(Cc1ccc(S(=O)(=O)N2CCOCC2)s1)NCC1CCCCC1	0.27	0.1	nt
CC(C)CC(=O)N1CCC(O)(CS(=O)(=O)Cc2ccccc2)CC1	0.98	0.96	23
O=[N+]([O-])c1cc(C(F)(F)F)ccc1NCCCCNS(=O)(=O)c1ccc2ccccc2c1	-1.2	-0.9	22
O=C(CN1C(=O)C2C3C=CC(C3)C2C1=O)N1CCc2ccccc2C1 (configuration not stated)	0.87	0.28	50
O=C1CSC(c2ccccc2)N1CC(O)c1ccc([N+](=O)[O-])cc1 (configuration not stated)	nt	nt	6
O=C(COc1ccc(Cl)cc1Cl)OCn1nnc2ccccc2c1=O	1.6	0.91	19
c1ccc(-c2nc(N3CCCC3)nc3ccccc23)cc1	nt	nt	-18
CCCc1nc2ccc(NC(=O)c3cccs3)cc2c(=O)n1Cc1ccc(Cl)cc1	-0.76	-0.6	21
CCC1CCCCN1CCNC(=O)c1[nH]c(C)c(C(C)=O)c1C (configuration not stated)	-0.6	-0.47	nt
O=C1CC[C@@H](CN(Cc2ccccn2)Cc2nc(Cc3cccc(C(F)(F)F)c3)no2)N1	nt	nt	40
O=C(O)Cn1c(O)c(C=Nc2ccccc2)sc1=S	1.2&2	0.89&2.3	43&47
O=C(NC(=S)N1CCOCC1)C12CCC3CC(CC(C3)C1)C2	0.32	-0.17	-6
COc1ccc(CNC(=O)/C=C/c2ccc(OCCCF)cc2)cc1	-0.8	0.84	-10
CCN1CCC(=NNC(=O)c2ccc(C)c([N+](=O)[O-])c2)CC1	-0.74	-1.3	-18
C[C@@H](C(=O)O)[C@H]1C[C@]1(C)[C@H](NC(=O)OCc1ccccc1)c1ccccc1	0.2	-0.03	-18
CN(c1ccc(C(=O)N2CCOCC2)cc1[N+](=O)[O-])C1CCCCC1	0.29	0.53	nt
COC(=O)c1cc(CNC(=O)c2ccc(O)c(Cl)c2)ccc1OC	0.28	-0.6	35
CCCC(=O)N1CCN(c2ccc(NC(=O)c3ccco3)cc2)CC1	0.14	0.23	nt
CCn1cc(C(=O)NCc2ccc(C)o2)c2cc(OC)c(OC)cc2c1=O	-1.1	-1.5	nt
COC(=O)CCCCCN1C(=O)NC(c2ccccc2)C(C(=O)OCc2ccccc2)=C1C (configuration not stated)	-0.36	-0.76	-10
O=C(O)c1ccnc(Cl)c1	1	-0.16	27
Cc1cc(C(=O)Oc2ccccc2C(=O)O)c(C)o1	0.41	0.6	nt
Fc1ccccc1CSc1ncn[nH]1	-0.33	-0.35	-100
CSC1=NCCN1C(=O)COc1ccccc1	0.69	0.15	nt

2 consecutive records out of the list so far, for reference:
Compound	SDO1 yeast rescue	SDO1 yeast rescue Rescue 24 h	INS promoter inh
O=C1CC[C@@H](CN(Cc2ccccn2)Cc2nc(Cc3cccc(C(F)(F)F)c3)no2)N1	nt	nt	40
O=C(O)Cn1c(O)c(C=Nc2ccccc2)sc1=S	1.2&2	0.89&2.3	43&47

Later entries:
Compound	SDO1 yeast rescue	SDO1 yeast rescue Rescue 24 h	INS promoter inh
CCOc1ccc(/C=C/C(O)=C2/C(=O)NC3(C)CC2c2ccccc2O3)cc1OC (configuration not stated)	nt	nt	-47
O=C(OCc1cncs1)c1cccs1	nt	nt	24
CCCC(=O)NC(=S)Nc1ccc(NC(=O)c2cccs2)cc1	-2.7	-1.8	-35
COc1ccc(NC(=O)CNS(=O)(=O)c2ccccc2)cc1Cl	0.25	-0.66	23
CC(C)N1C(=S)N(Cc2ccco2)C(=O)C1CC(=O)Nc1ccccc1 (configuration not stated)	nt	nt	-25
COc1ccc(C2CC(=O)C=C(NCC3CCCO3)C2)cc1 (configuration not stated)	-0.33	0.65	nt
C1=CC2CC1CC2CNCc1ccco1 (configuration not stated)	0.04	-1.1	6
CCOC(=O)C1CCCN(C(=O)c2ccccc2NC(C)=O)C1 (configuration not stated)	0.24	-0.02	-10
O=C(O)CSCc1ccc(C(=O)O)o1	-0.08	-0.68	-29
CC(=O)Nc1ccc(Sc2ncnc3scc(-c4ccccc4)c23)cc1	-0.7	0.19	nt
O=C(CC12CC3CC(CC(C3)C1)C2)NC(=S)NCc1ccco1	nt	nt	-29
CCCCCCc1cc2cc(S(=O)(=O)c3ccc(Cl)cc3)c(=O)oc2cc1O	-1.8	-1.5	27
CCN1CCc2c(OCC(=O)N3N=C(c4cccs4)CC3c3ccc(F)cc3)cccc2C1=O (configuration not stated)	0.08	-0.09	nt
Cc1ccc(C)c(NC(=S)c2ccccn2)c1	-0.83	-0.4	28
COc1cc(NC(=S)Nc2ccc(S(=O)(=O)N3CCOCC3)cc2)cc(OC)c1OC	0.47	-0.58	-17
COc1ccccc1-c1nc(C#N)c(NCc2ccc(F)cc2)o1	-2	-1.1	-7
CCc1cccc(C)c1NC(=O)CO/N=C(\N)CC(=O)NC1CCCCC1	nt	nt	-73
CCC(C)(c1nnnn1-c1c(C)cccc1C)N(N=O)c1cccc(C(F)(F)F)c1 (configuration not stated)	1.2	1.4	nt
CCOc1cccc(C(=O)Nc2cc(-c3nn4c(C)nnc4s3)ccc2C)c1	-0.48	-0.45	nt
Cc1cc(C)cc(OCC(=O)NNC(=O)CCC(=O)NCc2ccccc2)c1	1.7	0.77	nt
CCn1c(C)[n+](CCOCC[n+]2c(C)n(CC)c3cc(Cl)c(Cl)cc32)c2cc(Cl)c(Cl)cc21	0.21	0.11	-7
Cn1c(=O)c2ncn(CC(=O)NCCC3=CCCCC3)c2n(C)c1=O	2.4	2.8	12
CCOc1ccc(C(=O)C2CCN(CC(=O)Nc3ccccc3N3CCOCC3)CC2)cc1	-0.81	-0.57	-26
CC1(C)CC(=O)C2=C(C1)N(c1ccccc1)C(=O)CC2c1ccsc1 (configuration not stated)	-1.1	-1.4	nt
O=C(Nc1cccc(-c2nnc(-c3ccccc3)o2)c1)c1ccc(Br)o1	-2.1	-0.81	11
CCOc1cc(CNCc2cccs2)cc(Br)c1OCC	0.01	0.36	nt
COC(=O)c1cn(NC(=O)Cc2c(F)cccc2Cl)c(=O)c2ccccc12	nt	nt	-80
O=C(NCc1ccccc1Cl)c1cnccn1	-0.07	-0.7	6
CCOC(=O)c1ccc(NC(=S)N2CCC(C(N)=O)CC2)cc1	0.72	-0.44	nt
Cc1ccccc1OCCNc1cc(N2CCN(CCO)CC2)ccc1[N+](=O)[O-]	-1.1	-1.1	-18
N#CC1=C2SCN(c3ccccc3)CN2C(=O)CC1c1c(Cl)cccc1Cl (configuration not stated)	0.79	1.4	nt
Cc1ccc(OCC(=O)Nc2nnc(C3CCCO3)s2)c(Br)c1 (configuration not stated)	nt	nt	-27
CC1CCCCC1NC(=O)C1Cc2ccccc2CN1S(C)(=O)=O (configuration not stated)	-0.5	-0.42	nt
NC(=O)c1sc2nc3c(c(-c4ccccc4)c2c1N)CCC3	-1.6	-0.44	55
CC(C)(C)C(=O)Nc1cccc(C(=O)Nc2cc(C(=O)O)cc(C(=O)O)c2)c1	1.1	0.34	13
